RNase H inhibition: RNase H inhibition, HIV 1 Gag Pol polyprotein, FRET biochemical assay, screening (AID 372); HIV-1 RT RNase H, FRET RNA/DNA substrate fluorescence; higher % means a stronger effect; hit rate 0.77% among 100,000; one-dose inhibition, % at 10 µM; IC50 in µM for titrated hits; in the data active means inhibition above about 50%
* hit, by the source's call. These rows are one share of the data; rates above refer to the full screens.

SMILES	RNase H inhibition
O=C(N/N=C/c1c[nH]c2ccccc12)c1ccc(O)c(O)c1	47%
CCc1ccc(S(=O)(=O)Nc2ccc([N+](=O)[O-])cc2C)cc1	0%
Cc1cccc(NC(=O)c2cc(I)ccc2Cl)n1	0%
Clc1cccc(OCCN2CCOCC2)c1Cl	0%
O=C(N=Nc1c(O)n(CN2CCOCC2)c2ccccc12)c1ccccc1Cl	7%
CC(C)(C)c1ccc(/C=C/C(=O)NCCCN2CCOCC2)cc1	0%
CC(=O)Nc1sc(C)c(C)c1C#N	30%
CC1=NNC(=O)C1CC(=O)N/N=C/c1ccccc1 (configuration not stated)	5%
Cc1ccc(/C=C/C(=O)Nc2ccccc2Br)o1	9%
CC1=NNC(=O)/C1=C\c1cn(-c2ccccc2)nc1-c1ccc(F)cc1	19%
NC(=O)C1CCN(CCC(=O)Nc2ccccc2)CC1	3%
COc1ccc(-c2cc(C(F)(F)F)n3ncc(C(=O)O)c3n2)cc1	0%
O=C(/C=C/c1ccccc1)Nc1ccccc1CO	2%
O=C(NCc1ccc(Cl)c(Cl)c1)c1ccccc1F	0%
COc1cc(/C=C2\C(=O)NC(=S)N(c3ccccc3)C2=O)cc([N+](=O)[O-])c1O	7%
COc1cc(C)c(CNc2ccccc2)cc1C	11%
COCCNC(=O)c1cc2nc(-c3ccc(OC)c(OC)c3)cc(C(F)(F)F)n2n1	10%
N#C/C(=C\c1ccc(-c2ccc(Cl)c(Cl)c2)o1)C(N)=O	4%
COc1cccc(/C=C2/C(=O)NN(c3ccc(C)cc3)C2=O)c1O	0%
COc1ccc(O)c(/C=N/NC(=O)CSc2nnc(-c3cc(OC)c(OC)c(OC)c3)n2-c2ccccc2)c1	14%
Cc1c(-c2cccc(Cl)c2)nc2ccccc2c1C(=O)O	16%
CC1CN(c2ccc([N+](=O)[O-])cc2Cl)CC(C)N1/C(=N\O)c1nonc1N (configuration not stated)	13%
Cc1ccc(-c2cc(C(=O)NCC(C)C)c3ccccc3n2)c(C)c1	4%
O=C1NC(=O)N(c2ccc3c(c2)OCO3)C(=O)/C1=C/c1ccc(-c2cccc(Cl)c2)o1	53%*
O=C(O)C1(P(=O)(c2ccccc2)c2ccccc2)CC1	1%
CCOC(=O)C1=C(C)N=c2s/c(=C\c3ccc(-c4ccc(C)c([N+](=O)[O-])c4)o3)c(=O)n2C1c1ccc2c(c1)OCO2 (configuration not stated)	8%
COc1cc(/C=C2/S/C(=N\S(=O)(=O)c3ccccc3)NC2=O)ccc1O	4%
Cc1nn(-c2ccc(Cl)c(C(=O)O)c2)c(C)c1-c1cccc([N+](=O)[O-])c1	11%
Nc1c([N+](=O)[O-])cc(Cl)c2c1C(=O)c1ccccc1C2=O	11%
CC(=O)N1CCN(c2ccc(NC(=O)c3ccccc3Cl)cc2)CC1	9%
CCOc1cc(/C=C(\C#N)C(=O)NCC2CCCO2)ccc1O (configuration not stated)	0%
COc1ccc(Br)cc1C(=O)Nc1ccc(-c2nc3ccccc3s2)c(O)c1	28%
CCOC(=O)c1ccc(-c2ccc(C(=O)Nc3ccc(-c4nc5ccccc5o4)c(O)c3)o2)cc1	36%
O=C(Nc1ccccc1Cl)C1C(c2ccccc2)C1(Cl)Cl (configuration not stated)	8%
COCCOC(=O)c1c(C)oc2ccc(OCc3cccc(Cl)c3)cc12	9%
O=C(O)c1ccc(Oc2ccc(S(=O)(=O)c3ccc(Cl)cc3)cc2)cc1	5%
Cc1cc(=O)n2[nH]c(-c3ccccc3Cl)cc2n1	8%
O=C(Nc1ccc(NC(=O)c2ccc(-c3ccc(F)cc3)o2)cc1)c1ccco1	0%
CCOc1ccc(-c2nnc(N)s2)cc1	11%
O=C(Nc1ccccn1)c1ccccc1O	5%
CCOc1ccc(NC(=O)Nc2nnc(CC(=O)Nc3ccc(C)cc3)s2)cc1	12%
CN(C)Cc1c(O)ccc2occ(C(=O)c3cccs3)c12	7%
CCCNC1=C(N2CCCCC2)C(=O)c2ccccc2C1=O	22%
COc1ccc(Nc2nnc(-c3cc4cc(Cl)ccc4oc3=O)s2)cc1OC	8%
CCCCOC(=O)CCN1C(=O)/C(=C/c2ccc3c(c2)OCO3)SC1=S	2%
Cc1cc(Cl)ccc1OCC(=O)Nc1c(C)ccc2nsnc12	7%
O=C(Cc1ccccc1)NCc1ccco1	0%
O=C(c1ccco1)N1CCN(C2CC3CCC2C3)CC1 (configuration not stated)	3%
COC(=O)C1=C(C)N(CC2CCCO2)C(=O)/C1=C\c1ccccc1OC (configuration not stated)	5%
CCOc1ccc(OCCOCCOc2cccc(Cl)c2)cc1	12%

Next part:
SMILES	RNase H inhibition
Cc1cc(C=O)c(C)n1-c1ccc(C(C)(C)C)cc1	0%
COCc1c(Br)c(C)nc(OCC(=O)N/N=C/c2ccc(O)cc2)c1C#N	10%
COc1cc(C)ccc1OCCOCCOc1ccccc1Br	23%
C=C(C)CSc1nc2sc3c(c2c(=O)n1CC(=C)C)CCC3	25%
C/C(=N\NC(=O)Cc1ccc([N+](=O)[O-])cc1)c1ccc(Br)s1	10%
COc1ccc(CNC2CC(C)N(C)CC2C)cc1OC (configuration not stated)	3%
COc1ccc(O)c(/C=N/c2ncn[nH]2)c1	1%
Cc1ccc(N2NC(=O)/C(=C/c3ccc(-c4ccc5c(c4)C(=O)NC5=O)o3)C2=O)cc1	18%
Cc1cc(C)cc(NC(=O)CN(c2ccc(Cl)cc2)S(C)(=O)=O)c1	7%
Cc1ccccc1NC(=O)/C(C#N)=C\c1cc(C)n(-c2ccc3c(c2)OCO3)c1C	5%
COc1cc(C(=O)N/C(=C\c2ccc(O)cc2)C(=O)O)cc(OC)c1OC	11%
c1ccc(-c2cc(-c3ccccc3)n(-c3ncn[nH]3)n2)cc1	9%
Cc1cc(C)cc(OCCCCN2CCCCC2)c1	4%
CCO/N=C(/CC)C1=C(O)C(C(=O)OC)C(C)(C)CC1=O (configuration not stated)	18%
Cc1ccc(C2/C(=C(\O)c3ccccc3)C(=O)C(=O)N2CCCCCC(=O)O)cc1 (configuration not stated)	14%
CCOC(=O)C1C(=O)C=C(c2ccc([N+](=O)[O-])cc2)CC1c1ccccc1 (configuration not stated)	9%
CCc1ccc(C(=O)CC(c2ccccc2)C2CCCCC2=O)cc1 (configuration not stated)	21%
COc1cc(CN2CCN(c3ccc(C(C)=O)cc3)CC2)cc(I)c1O	18%
O=C(Nc1ccc(F)cc1)N1CCN(c2cccc(C(F)(F)F)c2)CC1	16%
O=C(Nc1cccc(NC(=O)c2ccc(Cl)c(Cl)c2)c1)c1cccc(Cl)c1	12%
COc1ccc(C2Nc3ccccc3C(=O)N2Cc2ccccc2)cc1CSc1ccccn1 (configuration not stated)	9%
FC(F)(F)c1cc(NCc2ccccc2)nc(-c2ccccc2)n1	15%
CC(=O)C(C(C)=O)C1c2ccccc2Oc2ccc(Cl)cc21 (configuration not stated)	10%
CC(C)(C)c1ccc(C(=O)N2CCN(C/C=C/c3ccccc3)CC2)cc1	17%
Oc1ccc(Cl)cc1C1=NNC(c2ccc(Br)cc2)C1 (configuration not stated)	12%
NNC(=O)/C(=C\c1cccs1)NC(=O)c1ccccc1	0%
Cc1c(NC(=S)N2CCOCC2)c(=O)n(-c2ccccc2)n1C	14%
COC(=O)c1ccccc1NC(=O)COc1ccc(Br)cc1C(C)(C)C	14%
Cc1cccc(CC2CC(=O)N(c3ccc(C)cc3Br)C2=O)c1 (configuration not stated)	2%
CCCCCC(=O)NNC(=O)c1ccc(OC)c(OC)c1	1%
CCC(=O)Oc1cc2oc(=O)cc(C)c2cc1CC	15%
Cc1n[nH]c(=O)c2cc3c(C)n[nH]c(=O)c3cc12	46%
Cc1ccc(C)c(OCC(O)CN2CCN(c3ccccn3)CC2)c1 (configuration not stated)	3%
O=C1c2ccc(Oc3cccc([N+](=O)[O-])c3)cc2C(=O)N1c1ccncc1	2%
COc1ccc(-c2nc(-c3ccc(O)cc3)[nH]c2-c2ccc(OC)cc2)cc1	8%
O=C(Nc1ccc(I)cc1)c1cccc(S(=O)(=O)Nc2ccc(I)cc2)c1	6%
CC1=C/C(=N/OS(=O)(=O)c2ccccc2)C=CC1=O	31%
COc1ccc(C2Nc3ccccc3C(=O)N2Cc2ccccc2)cc1 (configuration not stated)	11%
CCOC(=O)c1c(N)sc(C(=O)Nc2ccc(OC)cc2)c1C	9%
O=C(Nc1ccc(N2CCOCC2)c(Cl)c1)c1ccc(-c2ccc(F)cc2)o1	16%
O=C(N=Nc1c(O)[nH]c2ccc(F)cc12)/C(=C/C=C/c1ccccc1)NC(=O)c1ccccc1	12%
O=[N+]([O-])c1ccc2c(c1)S(=O)(=O)NC2=NCc1ccccc1	13%
CC(=O)Oc1cccc2ccc(=O)[nH]c12	7%
Cc1ccc(/C=C(/C#N)c2nc(-c3ccccc3)cs2)cc1	0%
CCN(CC)C(=O)c1sc(NC(=O)COc2ccc(Cl)cc2)c(C(=O)OC(C)C)c1C	21%
Cc1cc(NC(=O)CCN2C(=O)/C(=C/c3ccc(Cl)cc3)SC2=S)no1	23%
COc1ccc([N+](=O)[O-])cc1-c1ccc(/C=C(\C#N)c2nc3ccc(C)cc3[nH]2)o1	34%
COc1ccc(C2/C(=C(/O)c3ccccc3)C(=O)C(=O)N2c2cccc([N+](=O)[O-])c2)cc1OC (configuration not stated)	0%
CC1CCN(S(=O)(=O)c2ccc(NC(=O)c3ccc(-c4ccccc4)cc3)cc2)CC1	17%
COc1ccc2c(c1OC)C(=O)OC2Nc1cc(C)ccc1O (configuration not stated)	4%

Remaining list, next part
SMILES	RNase H inhibition
O=C1NN(c2ccccc2)C(=O)/C1=C/c1ccc(-c2ccc(C(=O)O)cc2)o1	10%
O=C(Nc1ccc(F)cc1F)c1cccc(F)c1	5%
COc1ccccc1OCCCNC(C)(C)C	4%
CCOC(=O)c1c(C)oc2ccc(OC(=O)c3ccccc3C)cc12	3%
CC(=O)CC1[C@@]2(C)CCCC(C)(C)C2CC[C@@]1(C)O (some centres not stated)	0%
COC(=O)COc1ccc(/C=C2\C(=O)NC(=O)N(c3ccc(C(C)C)cc3)C2=O)cc1OC	3%
COc1ccc(C(=O)Nc2ccc(S(=O)(=O)Nc3cc(C)on3)cc2)c(OC)c1	12%
O=C(CSc1cccc2cccnc12)c1ccc(Cl)cc1Cl	8%
NC(=O)CSc1nc2c(c(=O)n1CCc1ccccc1)C1(CCCCC1)Cc1ccccc1-2	5%
COCC(=O)Nc1cc(OC)c(Cl)cc1OC	0%
C[n+]1ccc(C(=O)N/N=C/c2ccc(Cl)cc2Cl)cc1	0%
CCOC(=O)c1ccc(N2C(=O)C(O)=C(C(C)=O)C2c2cccc([N+](=O)[O-])c2)cc1 (configuration not stated)	6%
Cc1ccc(C(=O)O/N=C(\N)c2cccnc2)c(Cl)c1	17%
O=C1C(=O)N(c2ccccc2)C(c2ccc(O)cc2)/C1=C(\O)c1ccc(Br)cc1 (configuration not stated)	8%
O=C(CSc1nc2ccccc2[nH]1)NC(c1ccccc1)c1ccccc1	11%
COC(=O)c1c(NC(=O)c2cccc(Cl)c2)sc(C)c1C	7%
Cc1cc(C)nc(SC(C)C(=O)N/N=C/c2ccc(Br)cc2)n1 (configuration not stated)	22%
c1ccc(N(c2ccccc2)c2nc(-n3cnc4ccccc43)nc(-n3cnc4ccccc43)n2)cc1	3%
O=C(Nc1cccnc1)c1nn2c(C(F)(F)F)cc(-c3ccc(F)cc3)nc2c1Cl	7%
Cc1ccc(-c2cc(-c3ccccc3)nc(N/N=C/c3ccc(O)cc3)n2)cc1	2%
O=C(CSc1nsc(SCC(=O)Nc2ccc(Cl)c(Cl)c2)n1)Nc1ccc(Cl)c(Cl)c1	5%
COc1ccc(NC(=O)c2cccc(C)c2)cc1Cl	9%
COc1cc(Br)cc(/C=N/NC(=O)C2COc3ccccc3O2)c1O (configuration not stated)	4%
C/C=C1\CC(C)(CC)C(C#N)(C#N)C(N)=C1C#N (configuration not stated)	7%
COc1cc(C(=O)NCCCCc2ccccc2)cc(OC)c1OC	0%
CCOc1ccccc1NC(=O)CN(c1ccc(F)cc1)S(=O)(=O)c1ccccc1	8%
Cc1cc(C)cc(OCC(=O)NCc2ccncc2)c1	0%
O=C(O)COc1ccc(-c2nc3sc4c(c3c(=O)[nH]2)CCCC4)cc1	17%
CCCC(=O)Nc1c(C)nn(C(=O)CCC)c1C	8%
OC(c1ccccc1)c1ccc2c(c1)OCCCO2 (configuration not stated)	7%
Cc1ccc(S(=O)(=O)c2nc(Nc3ccccc3C)sc2Cl)cc1	59%*
